# miR122 inh: blocks miR-122 activity in Huh7 sensor cells; activation (reporter increase), % at 12.5 µM; Huh7 miR-122 Renilla luciferase sensor, 48 h; neutral wells = 0, positive control = 100; AID 602342; 0.3% of 340,000 active;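 active = mean replicate activation score at least 90 and every replicate individually at or above 90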;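 also: higher luciferase means less miR-122 activity so hits act as miR-122 inhibitors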
# PGC1a acetyl inh: modulators of PGC1a acetylation; 0.17% of 350,000 active; inhibition, % at 15.6 µM; U2OS PGC1a acetylation, AlphaScreen anti-acetyl-lysine; with virally co-expressed GCN5 acetyltransferase;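 active = every replicate shows inhibition of at least 40%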;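 also: 0% = neutral control wells and 100% = positive control wells; some results beyond the cut were filed as inactive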
# The depositor's hits bear a star.
entry	structure	miR122 inh	PGC1a acetyl inh
1	CCOc1ccc(-n2c(=O)cc(N3CCN(c4ccccc4)CC3)[nH]c2=O)cc1	2	9
2	COC(=O)C1=C(C(C)=O)C(c2ccc(C(=O)OC)cc2)n2nnnc2N1 (stereo not drawn)	-4	-6
3	COC(=O)c1ccc(CSc2nc3ccccc3c(=O)n2CC(C)C)o1	-6	-22
4	COc1cc(/C=N/NC(=O)c2c(-c3ccccc3)noc2C)ccc1O	-4	10
5	O=C(O)c1ccccc1NS(=O)(=O)c1ccc(NN=Cc2ccc(F)cc2)c([N+](=O)[O-])c1	1	-2
6	COc1ccnc(N=CNOCc2ccc(F)cc2Cl)c1C#N	2	-10
7	NC(=O)C1CCN(c2nnnn2-c2ccccc2)CC1	-6	-1
8	Cc1ccc(C2C3=C(CC(C)(C)CC3=O)NC3=C2C(=O)CC(C)(C)C3)o1	12	-8
9	CSC(=NNC(=O)c1ccccc1O)SC	0	0
10	O=C1c2ccccc2C(=O)N1CCCCCc1nc(-c2ccccc2)no1	-11	-10
11	O=C(NC1CCCCC1)N1CCCCCCC1	1	-8
12	Cc1cc(C(F)(F)F)nn1CC(=O)N(C)C1CCCCC1	-4	6
13	Oc1ccccc1C1=Nc2ncnn2C(c2ccc(F)cc2)C1 (stereo not drawn)	-1	-10
14	COc1cc(/C=N/NC(=O)c2nc(C)cc(C)n2)ccc1O	-2	5
15	Cc1cc(C)c(S(C)(=O)=O)c(Oc2ccc(C(C)(C)C)cc2)n1	3	-13
16	O=C(COn1nnc2ccc(Cl)cc21)NC12CC3CC(CC(C3)C1)C2	-3	85*
17	CN(Cc1ccccc1)c1nc2c(c(=O)[nH]c(=O)n2C)n1CCOc1ccccc1	1	8
18	O=C(Nc1nnc(SCc2ccc(Cl)cc2)s1)C1CCCO1 (stereo not drawn)	5	2
19	COc1ccc(C2SCC(=O)N2CCCN(C)C)cc1 (stereo not drawn)	-5	-9
20	CCOC(=O)CS(=O)(=O)c1nc(-c2ccccc2)cc(C(F)(F)F)n1	-17	58*
21	O=C(COC(=O)c1cccnc1)c1ccc(Cl)c(Cl)c1	2	8
22	CCOC(=O)/C=C1\CC(=O)Nc2cc(C)c(C)cc2N1	-2	1
23	CN(C)c1ccc(Nc2nc(-c3cccnc3)cs2)cc1	50	-30
24	CCCc1nc2c(C)ccc(C)c2c(N)c1CC	3	6

# 3 records drawn at random from those above, as already listed:
entry	structure	miR122 inh	PGC1a acetyl inh
18	O=C(Nc1nnc(SCc2ccc(Cl)cc2)s1)C1CCCO1 (stereo not drawn)	5	2
23	CN(C)c1ccc(Nc2nc(-c3cccnc3)cs2)cc1	50	-30
14	COc1cc(/C=N/NC(=O)c2nc(C)cc(C)n2)ccc1O	-2	5

# The listing continues:
entry	structure	miR122 inh	PGC1a acetyl inh
25	CCCOC(=O)NC(CC)COC(=O)Nc1cc(C)ccc1C (stereo not drawn)	1	-4
26	Cc1ccc(CCNc2ccc3ccccc3c2)cn1	-4	2
27	Cc1ccc(Cn2c(S(=O)(=O)O)nc3ccccc32)cc1	1	10
28	COC(=O)c1ccccc1NC(=O)c1nc2nc(C)cc(C(F)F)n2n1	1	-3
29	C/C(=N\Nc1cc(-c2ccccc2)nc(-c2ccc(Br)cc2)n1)c1cccc(N)c1	25	-3
30	CCc1c(C)sc(NC(=O)CCc2ccc(OC)cc2)c1C(N)=O	0	4
31	O=[N+]([O-])c1cc(/C=N/N2CCN(C3c4ccccc4-c4ccccc43)CC2)ccc1Cl	1	12
32	COC1(OC)N=C(N)C2(C#N)C(c3ccccc3)NC(C)=CC12C#N (stereo not drawn)	-4	0
33	COc1ccc(-c2csc(Cc3nnc4n3CCCCC4)n2)cc1OC	-5	1
34	N#CCc1ccc(NC(=O)Nc2cccc(Cl)c2)cc1	-3	-1
35	CCOc1ccc(C(=O)CCN2CCCCC2)cc1	0	1
36	CSc1nc(C)c2c(n1)N(c1ccc(F)cc1)CC2	-13	10
37	S=c1[nH]nc(-c2cc(-c3ccccc3)n[nH]2)n1/N=C/c1c2ccccc2cc2ccccc12	-4	6
38	Cc1nc2ccc(S(=O)(=O)NCC(=O)N3CCN(c4ccccn4)CC3)cc2s1	1	-5
39	COc1ccc(Nc2ccnc3ccccc23)cc1	1	51*
40	COc1cccc(N2CCN(Cc3ccsc3)CC2)c1	2	11
41	Cc1cc(C)n(-c2nc(NCCC(C)C)c3c4c(sc3n2)COC(C)(C)C4)n1	-11	12
42	Cc1nn(Cc2ccccc2Cl)c2sc(C(=O)NC(C)(C)C)cc12	-3	6
43	COc1ccc(C(=O)c2c(C(F)(F)F)oc3c2C(=O)c2ccccc2C3=O)cc1	9	-40
44	O=C(CN1CCN(c2ccccn2)CC1)Nc1ccc(OCc2ccccc2)cc1	-1	-8
45	C(=N\c1nccs1)/Nc1nccs1	3	4
46	Cc1c(C(=O)N2CCCC2)sc(NC(=O)c2cccc(Cl)c2)c1C#N	-1	0
47	Cc1ccc(C(=O)N/C(=C\c2ccc(-c3cc(Cl)ccc3Cl)o2)C(=O)NCc2cccnc2)cc1	5	2
48	CCOC(=O)c1c(-c2cccc(C)c2)csc1NC(=O)C1CC=CCC1C(=O)O (stereo not drawn)	-3	13
49	Cc1cccc(NC(=O)CSc2nnc(-c3ccco3)o2)c1	1	-2
50	Cc1ccc(Cn2ccc(NC(=O)c3cc(-c4ccc(Cl)cc4)on3)n2)cc1	-3	3
51	CC(C)C(=O)N1CCN(c2nc(-c3ccccc3)c3c(c2C#N)CC(C)(C)OC3)CC1	-9	-3
52	O=C(CSCc1ccccc1)NC1CCSC1=O (stereo not drawn)	-2	-2
53	Cc1ccc(-c2cc(-c3ccc(C)o3)nc(N)c2C#N)cc1	3	3
54	S=C(NCc1cccnc1)Nc1ccc(Cl)cc1	-12	-2
55	Cc1ccccc1Nc1cc2ccccc2c(=O)[nH]1	6	-2
56	CCn1c(SCC(=O)Nc2oc(-c3ccccc3)c(-c3ccccc3)c2C#N)nnc1-c1ccco1	4	-2
57	CCN(CC)C(=S)Sc1c(-c2ccccc2)c2cc(Cl)ccc2[nH]c1=O	-3	-6
58	CCCC(=O)c1ccc(-c2ccccc2)cc1	-3	1
59	O=C(CSc1nc2ccccc2[nH]1)N1CCN(c2ccc(F)cc2)CC1	0	-8
60	OCCCN=c1cc(-c2ccccc2)oc2ccc(Cl)cc12	8	-59

# Single records, as listed above. Values in the order: miR122 inh, PGC1a acetyl inh
# Cc1cccc(NC(=O)CSc2nnc(-c3ccco3)o2)c1 reads 1, -2
# CC(C)C(=O)N1CCN(c2nc(-c3ccccc3)c3c(c2C#N)CC(C)(C)OC3)CC1 reads -9, -3

# (more compounds)
entry	structure	miR122 inh	PGC1a acetyl inh
61	NC(=S)Nc1cccc2cnccc12	2	7
62	COc1ccc(-c2[nH]nc(-c3ccccc3)c2-c2nc3ccccc3[nH]2)cc1	3	7
63	N#CC(c1ccc(Cl)cc1)c1ccc2c(C(F)(F)F)cc(C(F)(F)F)nc2n1 (stereo not drawn)	-7	-5
64	O=C(C=C1SCCS1)/C=C/c1ccco1	0	-6
65	O=C(NNC(=O)C1COc2ccccc2O1)c1ccccc1 (stereo not drawn)	1	-4
66	O=C(Nc1ccccc1C(F)(F)F)N1CCC(N2CCCCC2)CC1	7	9
67	Cc1cc(NC(=O)CSc2nnc(-c3ccc(Br)o3)n2Cc2ccccc2)no1	4	3
68	COc1ccc(-n2cnnc2SCC(=O)Nc2nc(C)c(Cl)cc2Cl)cc1	-3	-6
69	C[C@H](NS(=O)(=O)c1ccccc1F)C(=O)OCC(=O)N1CCc2ccccc21	0	13
70	CC(C)(C)c1csc(NC(=O)c2ccc3nccnc3c2)n1	1	-1
71	COc1ccc(N2CCN(c3nc(Cl)nc(N4CCOCC4)n3)CC2)cc1	2	-1
72	O=C(Nc1ccccc1)OCc1cc(-c2ccc(Cl)cc2)on1	4	-4
73	CCOc1ccc(-c2nnc(NC(=O)c3ccc(OCC(C)C)c(OC)c3)o2)cc1	3	4
74	N#CC1=C(N)N(c2ccc(Oc3ccccc3)cc2)C(=O)C1	-4	6
75	Cc1ncc([N+](=O)[O-])n1CCOC(=O)NC(NCc1ccccc1)C(Cl)(Cl)Cl (stereo not drawn)	-6	4
76	N#CCN1C(=S)N=C(Nc2cccc(Cl)c2)C12CCCCC2	0	-13
77	Nc1[nH]n2c(=O)c3c(nc2c1N=Nc1ccc(Cl)cc1)CCCC3	3	8
78	Cc1cc(C)nc(N2CCCC(C(=O)Nc3ccc4c(c3)OCO4)C2)n1 (stereo not drawn)	6	4
79	Cc1nc(-c2cccc(S(=O)(=O)N3CCCC(C)C3)c2)cs1 (stereo not drawn)	10	-43
80	CCOc1ccc(C(=O)OCC(=O)NCc2ccco2)cc1OCC	3	-4
81	Cc1cc(NC(=O)Cc2cn3ccsc3n2)n(-c2ccccc2)n1	8	-8
82	COc1ccc(-c2nn(-c3ccccc3)cc2/C=N/n2cnnc2)cc1OC	-5	8
83	Cn1c(=O)[nH]c(=O)c2c1nc(N1CCCCCC1)n2Cc1cccc2ccccc12	-1	-10
84	CN1CCN(C(=O)c2cc3c(C(F)(F)F)nn(C)c3s2)CC1	-2	-3

# A different layout for some results above:
No.	miR122 inh	PGC1a acetyl inh	SMILES
82	-5	8	COc1ccc(-c2nn(-c3ccccc3)cc2/C=N/n2cnnc2)cc1OC
74	-4	6	N#CC1=C(N)N(c2ccc(Oc3ccccc3)cc2)C(=O)C1
76	0	-13	N#CCN1C(=S)N=C(Nc2cccc(Cl)c2)C12CCCCC2

# New compounds follow.
entry	structure	miR122 inh	PGC1a acetyl inh
85	CC1(C)Cc2c(sc3nc(SCC(=O)NCc4ccco4)n(-c4ccccc4)c(=O)c23)CS1	-17	1
86	COc1ccc(C(NC(=O)c2ccc(-c3ccccc3)cc2)c2ccccc2)cc1 (stereo not drawn)	-3	4
87	Cc1nc(=O)c(-c2ccccc2)c(C)n1-c1ccc(S(N)(=O)=O)cc1	0	3
88	CCOC(=O)c1c(Nc2nc(C)c(C(=O)NC)s2)sc(C)c1C	-3	-14
89	CCCCCOP(=O)(OCCCCC)C1(NS(=O)(=O)c2ccccc2)C=CC(=O)c2ccccc21 (stereo not drawn)	5	-5
90	CCOC(=O)COn1c(-c2cccc(Cl)c2)nc2ccc([N+](=O)[O-])cc21	-6	-3
91	CC1CCCCC1n1c(=S)[nH]c2ccccc2c1=O (stereo not drawn)	5	-4
92	COc1ccc(-c2sc(NC(=O)c3ccc(C)cc3)nc2-c2ccc([N+](=O)[O-])cc2)cc1	-4	-2
93	CN(C)S(=O)(=O)c1ccc2c(c1)nc1n2CCC1	-3	7
94	CN(C)S(=O)(=O)c1ccc2oc(SCC(N)=O)nc2c1	-5	-12
95	O=C(NCc1ccco1)c1c(O)c2cccc3c2n(c1=O)CCC3	2	13
96	Cc1cc(=O)oc(C)c1C(=O)NCCc1ccccc1	-4	7
97	CCOc1ncccc1C(=O)N(C)CC1COc2ccccc2O1 (stereo not drawn)	-8	4
98	O=C(CSc1nc(-c2ccccc2)nc2c1CCCC2)N1CCOCC1	-1	-2
99	N#Cc1nc(-c2cccs2)oc1NCCc1ccccc1	-7	8
100	CN(NC(=O)c1ccccc1)c1nc2ccccc2nc1C(F)(F)F	10	13
101	N#Cc1ccc(C(=O)Nc2ccc(S(=O)(=O)NC3=NCCCCC3)cc2)cc1	3	-3
102	Cc1cc(C(F)(F)F)nn1CC(=O)NNC(=S)Nc1ccc(F)cc1	1	2
103	CCN1/C(=C/c2ccc3cc(C)ccc3[n+]2CC)Sc2ccc3sccc3c21	3	-6
104	COc1ccc(N(C(=O)c2cccnc2)S(=O)(=O)c2ccc3c(c2)n(C)c(=O)n3C)cc1	-1	13
105	CCc1ccc(C=NC23CN4CN(CN(C4)C2)C3)s1	17	1
106	CCCCCOc1ccc(NC(=O)CCCC(=O)O)cc1	-2	13
107	CCOC(=O)CSc1nnc(N)s1	-8	-1
108	Cc1ccc(CNC(=O)c2sccc2-n2cccc2)cc1	11	-20
109	CCn1c(=O)c2c3c(sc2n2c(=S)[nH]nc12)CCC3	-4	-2
110	CC(C)(C)n1nc(-c2ccc(Cl)cc2)c2c(N)ncnc21	1	13
111	Cc1ccccc1-n1c(SCc2ccccn2)nc2n[nH]c(C)c2c1=N	-12	3
112	COC(=O)C1=C(C)N=C2SCCC(=O)N2C1c1ccc(OC(=O)c2ccco2)cc1 (stereo not drawn)	-1	-3
113	Cc1n(CC(O)COC2CCCCC2)c2ccccc2[n+]1C (stereo not drawn)	-2	12
114	CCOC(=O)C1CCc2nc3ccccc3c(=O)n21 (stereo not drawn)	2	8
115	COC(=O)c1ccccc1NC(=S)NC(=O)COc1ccccc1	4	-16
116	CCOc1ccc(OCC(=O)Nc2nccs2)cc1	-3	-3
117	CCOc1cc(C(C#N)N2CCOCC2)ccc1OC (stereo not drawn)	1	1
118	CC(/C=C/C(=O)c1ccc(C)cc1)=C\c1ccccc1	-3	2
119	Cc1ccc(NC(=S)NCCN2CCOCC2)cc1	3	0

# 3 structures from above, sorted by heavy-atom count, rising.
entry	structure	miR122 inh	PGC1a acetyl inh
109	CCn1c(=O)c2c3c(sc2n2c(=S)[nH]nc12)CCC3	-4	-2
117	CCOc1cc(C(C#N)N2CCOCC2)ccc1OC (stereo not drawn)	1	1
112	COC(=O)C1=C(C)N=C2SCCC(=O)N2C1c1ccc(OC(=O)c2ccco2)cc1 (stereo not drawn)	-1	-3

# Assay outcomes deposited in PubChem by Broad Institute.

# Some of the compounds tested; count on the stated rates, not on these rows.
